Source: PubChem
DRD3 agonist: qHTS of D3 Dopamine Receptor Agonist: qHTS | max activation, % | D3R DiscoveRx beta-arrestin cells, luminescence, 90 min | AID 652048, 2013 | D(3) dopamine receptor (Homo sapiens), P35462 | actives 0.58% (n = 410,000); in the data active = max activation above about 30%; also: 0% is about no effect; mostly tested at two doses, the higher about 12 µM
Target sequence (P35462 whole entry, looked up): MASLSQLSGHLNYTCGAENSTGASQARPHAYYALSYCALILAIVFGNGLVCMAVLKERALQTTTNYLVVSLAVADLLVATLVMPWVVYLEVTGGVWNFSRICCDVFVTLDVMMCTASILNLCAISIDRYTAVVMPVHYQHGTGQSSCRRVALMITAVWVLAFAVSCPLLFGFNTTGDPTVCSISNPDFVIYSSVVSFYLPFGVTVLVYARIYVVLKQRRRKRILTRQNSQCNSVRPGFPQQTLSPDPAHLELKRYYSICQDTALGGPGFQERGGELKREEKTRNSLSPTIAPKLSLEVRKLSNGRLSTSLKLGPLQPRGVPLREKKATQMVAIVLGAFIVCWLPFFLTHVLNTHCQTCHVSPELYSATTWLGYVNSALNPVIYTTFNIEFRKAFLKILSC
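Agonist mode: compounds and dopamine controls were applied to plated cells for 90 min at 37 degrees C after an overnight attachment at 1500 cells/well. Luminescent read-out followed 30 - 60 minutes at room temperature with DiscoveRx detection reagent.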
KB-V1 cytotox: qHTS assay for MDR1-selective chemotherapeutics: Primary screen using the drug-selected MDR subline cells KB-V1 | KB-V1 MDR cells viability, CellTiter-Glo, 72 h | Potency, µM (highest dose often 46.1 µM), inactives show at the highest dose activity change, negative = cytotoxicity, actives largely listed as cytotoxic | actives 3.4% (n = 400,000); also: potency is read from the fitted curve at half-maximal effect; % is scaled to controls: 0 for no effect and ±100 for the full control effect; nearly all actives have a fitted effect of over 60% in size
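Cytotoxicity toward P-gp-expressing KB-V1 cells was determined as loss of CellTiter-Glo luminescence after 72 h at 37 degrees C. Compounds were tested in quantitative HTS format across a concentration range, with curves fitted to normalized data.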
HT1080 IDH1KD tx: qHTS for induction of synthetic lethality in tumor cells producing 2HG: qHTS for the HT-1080-IDH1KD cell line; AID 686971, 2013; Potency, µM (highest dose often 46.1 µM), without a hit: top-dose activity, negative = toxicity, actives largely listed as cytotoxic; actives 2% (n = 360,000); HT-1080 IDH1 knockdown viability, ATP luminescence, 48 h;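 also: potency is read from the fitted curve at half-maximal effect; 0% = DMSO wells and -100% = cell-free medium wells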
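Viability of IDH1-knockdown HT-1080 fibrosarcoma cells was assessed by CellTiter-Glo after 48 h at 37 °C with titrated compound; concentration-effect curves were classified by fit quality and response size.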
HT1080NT lethal: qHTS for induction of synthetic lethality in tumor cells producing 2HG: qHTS for the HT-1080-NT fibrosarcoma cell line | AID 686970, 2013 | HT-1080-NT fibrosarcoma viability, CellTiter-Glo ATP luminescence, 48 h | Potency, µM (titrated, usually from 46.1 µM), inactives show at the highest dose activity, negative = less viability, actives largely listed as cytotoxic | actives 1.6% (n = 360,000);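 also: NT is the 2HG producing partner of a matched IDH1 knockdown line; potency is read from the fitted curve at half-maximal effect; 0% = DMSO-treated cells and -100% = media-only wells without cells; nearly all actives have a fitted effect of over 55% in size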
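Luminescent CellTiter-Glo readout after 48 hours of compound exposure at 37 degrees C defined viability of HT-1080-NT cells. Activity was normalized to DMSO wells and cell-free media wells; concentration-response curves were fitted and assigned curve classes.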
IL1B secr inh: qHTS for Inhibitors of Inflammasome Signaling: IL-1-beta AlphaLISA Primary Screen | THP-1 LPS/ATP IL-1B secretion, AlphaLISA, 16 h; active compounds read low | activity change, % at 57.5 µM | actives 4.7% (n = 360,000) | AID 743279, 2014; in the data active = activity change below about -50%; inconclusive = mostly about -30% to -49%; also: % is scaled to controls: 0 for no effect and ±100 for the full control effect
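THP-1 cells pretreated 1 hr with compounds (up to 57.5 uM final), then stimulated with LPS (250 ng/mL final) plus ATP (1.25 mM final); secreted IL-1B measured by AlphaLISA after 16 hr, decreased signal indicating inhibition.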
D3 antag: qHTS of D3 Dopamine Receptor Antagonist: qHTS; max response, negative = inhibition, %; actives 2.5% (n = 360,000); D3R cells, DiscoveRx beta-arrestin luminescence, antagonist mode; active compounds read low; in the data active = max response below about -50%; inconclusive = no clear call, values can overlap the other calls; also: % is scaled to controls: 0 for no effect and ±100 for the full control effect; mostly tested at two doses, the higher about 12 µM
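Cells plated overnight at 1500 cells/well, then exposed to library compounds with dopamine controls for 90 minutes at 37 degrees C. DiscoveRx reagent added for 30–60 minutes at room temperature; luminescence read, quantitative HTS format.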
KB-3-1 tox: qHTS assay for MDR1-selective chemotherapeutics: Primary screen using the parental adenocarcinoma cell KB-3-1; KB-3-1 viability, CellTiter-Glo ATP luminescence, 72 h; Potency, µM (top dose mostly 46.1 µM), for the others: at the top dose activity change, negative = cytotoxic, actives largely listed as cytotoxic; actives 1.4% (n = 400,000); AID 1347075, 2019; also: potency is read from the fitted curve at half-maximal effect; % is scaled to controls: 0 for no effect and ±100 for the full control effect; nearly all actives have a fitted effect of over 60% in size
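Parental KB-3-1 viability, qHTS format: 72 h compound exposure, 37 °C; CellTiter-Glo; media-only wells and DMSO plates as controls; concentration-effect fits on corrected data.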
SW480 rereplic: A quantitative high throughput screen for small molecules that induce DNA re-replication in SW480 colon adenocarcinoma cells; SW480 DNA re-replication, Hoechst DNA content imaging, 48 h; Potency, µM (series often up to 46.1 µM), without a hit: at the top dose re-replication activation, actives largely listed as activators; actives 1.8% (n = 340,000); AID 624297, 2012; also: potency is read from the fitted curve at half-maximal effect; % of control where 0% means no effect; nearly all actives have a fitted effect of over 55% in size
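Compounds, transferred as 23 nL by pin tool, were incubated with cells for 48 hr; DNA content per nucleus was then quantified by Hoechst staining and fluorescence plate imaging.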
GLP1R ag: qHTS of GLP-1 Receptor Agonists; Glucagon-like peptide 1 receptor (Homo sapiens), P43220; HEK293 GLP-1R CRE-luciferase, luminescence, 4-6 h; cells express a hypersensitive GLP-1R form; Potency, µM (series often up to 45.6 µM), for inactives: at the highest dose activation, hits mostly activators; actives 0.007% (n = 380,000); AID 624172, 2012; also: potency is read from the fitted curve at half-maximal effect; % of control where 0% means no effect
Target sequence (P43220 whole entry, looked up): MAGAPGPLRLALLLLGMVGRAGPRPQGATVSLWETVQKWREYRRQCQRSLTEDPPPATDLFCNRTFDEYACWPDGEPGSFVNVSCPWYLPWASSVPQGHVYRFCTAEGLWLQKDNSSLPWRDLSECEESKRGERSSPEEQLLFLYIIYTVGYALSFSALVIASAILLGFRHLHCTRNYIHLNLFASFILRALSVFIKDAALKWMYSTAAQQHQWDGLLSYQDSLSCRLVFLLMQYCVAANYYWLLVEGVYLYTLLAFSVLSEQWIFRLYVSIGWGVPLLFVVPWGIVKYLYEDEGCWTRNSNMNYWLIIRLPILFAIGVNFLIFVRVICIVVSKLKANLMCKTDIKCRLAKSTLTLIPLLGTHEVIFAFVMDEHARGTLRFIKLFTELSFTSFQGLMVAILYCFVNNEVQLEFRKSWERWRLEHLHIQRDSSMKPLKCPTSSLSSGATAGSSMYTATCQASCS
Active calls of the source: *; i = inactive; ? = inconclusive; · = no result given; & = joins results of further samples; [ ] = dose if it differs, or a comment. Unless noted, calls follow the shape of the dose curve; as a rule, active = well fitted curve in the direction sought with a large enough effect; inconclusive = small, poorly fitted or top-dose-only effect, or another doubt; inactive = no such curve, though single readings can be large; an effect the other way counts as inactive or inconclusive. Hits appear at their usual frequency; any-hit rate near 12%.

no.	molecule	KB-V1 cytotox	KB-3-1 tox	HT1080 IDH1KD tx	IL1B secr inh	DRD3 agonist	HT1080NT lethal	GLP1R ag	SW480 rereplic	D3 antag
1	O=C(COC(=O)C1(c2ccc(F)cc2)CCCC1)N1CCc2ccccc21	21µM*	-21%	-2%	-9	-4	-3%	5%	-54%[inhibitor]	-15
2	COC(=O)C1=C2SCC(=O)N2C(N)=C(C#N)C1	?	-1%	0%	-9	-12	-4%	3%	-7%	-7
3	COc1ccc(CCN2CC(C(=O)NCc3cc(C(C)C)no3)CCC2=O)cc1 (stereo not given)	-10%	5%	8%	28	-3	8%	-2%	-11%	12
4	Cc1cccc(Oc2ccccc2N)c1	-10%	-5%	-10%	-9	-16	8%	7%	1%	-14
5	Cc1cc(C(=O)N2CCC2(C)C(=O)NS(=O)(=O)c2cccc(Cl)c2)nn1C (stereo not given)	3%	0%	9%	0	7	21%	-5%	·	26
6	COc1ccc(C)cc1S(=O)(=O)N(CC(=O)N1CCOCC1)c1cc(C)cc(C)c1	?	-7%	13%	i	-1	1%	25%	-6%	-4
7	CCOc1ccc(C(=O)OCC(=O)Nc2nc(OC)cc(OC)n2)cc1OCC	3%	27%	-1%	25	1	4%	-5%	-3%	25
8	CCCCOc1ccc(/C=C/C(=O)OCC(=O)NC2CCS(=O)(=O)C2)cc1OCC (stereo not given)	-16%	3%	4%	-6	2	0%	1%	-6%	26
9	O=C(Nc1ccc(S(=O)(=O)N2CCN(c3ccccc3)CC2)cc1)c1cccs1	?	-16%	-2%	?	1	-7%	-4%	2%	11
10	CC1=NN(c2cccc(Cl)c2)C(=O)C12CC(C)=C(C)CS2 (stereo not given)	0%	-2%	-1%	-78*	-1	-8%	-2%	9%	0
11	O=C(O)c1cc(N/N=C/c2ccc(N3CCOCC3)cc2)ccc1Cl	3%	-1%	-4%	-5	8	-6%	-7%	?	-23
12	Cc1nn(CCCC(=O)Nc2cc(Oc3ccccc3)cc([N+](=O)[O-])c2)c(C)c1[N+](=O)[O-]	8.2µM*	?	-9%	-50*	-4	-2%	19%	3%	-13
13	CCCc1cc(=O)[nH]c(SCC(=O)Nc2c(C)n(C)n(-c3ccccc3)c2=O)n1	23%	-3%	0%	3	11	0%	0%	-4%	6
14	CCC(C(=O)NCC1CCCO1)n1nc(C)c2sc3ccccc3c2c1=O (stereo not given)	-9%	-10%	13%	-10	-5	12%	-1%	-1%	10
15	Cn1c2c(c(=O)n(C)c1=O)C(c1ccccc1[N+](=O)[O-])CC(=O)N2 (stereo not given)	0%	-4%	·	·	9	·	0%	·	·
16	Oc1[nH]c2ccccc2c1N=Nc1nc2ccccc2s1	0%	12%	0%	35	-4	12%	-12%	-4%	-28
17	COCCNC(=O)C1(C)CCCN(Cc2csc(-c3ccc(Cl)cc3)n2)C1 (stereo not given)	5%	0%	-8%	0	-4	13%	-6%	·	0
18	Cn1nc(-c2ccccc2)c(-c2nc(-c3ccc(Cl)cc3)no2)c1Cl	17%	3%	19%	4	1	14%	4%	-4%	15
19	COc1ccc(C(=O)NCc2ccccc2)cc1Br	1%	-2%	-16%	-7	3	-2%	14%	-1%	12
20	Cc1cc(C(=O)Nc2cccc3ccccc23)c(C)o1	12%	0%	0%	-11	-10	6%	6%	13%	-27
21	CCc1nc2c(OCc3ccc(OC(F)F)cc3)cccn2c1N(C)C(=O)c1cccs1	-16%	0%	-18%	-14	0	-16%	5%	·	9
22	Cc1ccc(C(=O)N2CCc3ccccc32)cc1C	-16%	-1%	-1%	23	-2	2%	7%	-5%	-17
23	CN(C)/C=C/C(=O)c1ccc(Oc2ccccc2)cc1	17%	4%	-16%	-16	-7	-6%	12%	-3%	-25
24	CCc1ccccc1N1CN(Cc2cccnc2)CNC1=S	1%	0%	-2%	-6	-3	-12%	-4%	4%	0
25	Cc1cc(C(C)(C)C)ccc1OCCOCCN1CCCC1	-1%	-11%	-7%	-21	-24	-1%	2%	8%	1
26	COc1cccc(/C=C2\SC(=S)N(CCC(=O)N3CCCCC3)C2=O)c1	-13%	?	-1%	0	7	0%	-2%	-2%	-11
27	CC(OC(=O)CC1CCCCC1)C(=O)Nc1ccc(S(N)(=O)=O)cc1 (stereo not given)	?	7%	1%	30	4	-2%	19%	-41%[inhibitor]	1
28	Cc1ccccc1C(=O)OCC(=O)N1CC(=O)Nc2ccccc21	-20%	1%	3%	7	-4	4%	1%	·	-8
29	CCN(CC(=O)Nc1c(F)cccc1F)C(=O)Cc1c(C)nc2ccccc2c1C	-22%	-5%	-1%	15	-9	-1%	5%	-5%	-1
30	CCOc1ccc(-n2cc(C(=O)NC(C)C)c3cc(OC)c(OC)cc3c2=O)cc1	?	8%	0%	5	2	-1%	-10%	15%	17

Complete entries, looked up by structure:
Record of CCN(CC(=O)Nc1c(F)cccc1F)C(=O)Cc1c(C)nc2ccccc2c1C : KB-V1 cytotox: -22%; KB-3-1 tox: -5%; HT1080 IDH1KD tx: -1%; IL1B secr inh: 15; DRD3 agonist: -9; HT1080NT lethal: -1%; GLP1R ag: 5%; SW480 rereplic: -5%; D3 antag: -1
Record of Cc1cc(C(C)(C)C)ccc1OCCOCCN1CCCC1 : KB-V1 cytotox: -1%; KB-3-1 tox: -11%; HT1080 IDH1KD tx: -7%; IL1B secr inh: -21; DRD3 agonist: -24; HT1080NT lethal: -1%; GLP1R ag: 2%; SW480 rereplic: 8%; D3 antag: 1

5 of these compounds in a different format:
Every second line gives: KB-V1 cytotox, KB-3-1 tox, HT1080 IDH1KD tx, IL1B secr inh, DRD3 agonist, HT1080NT lethal, GLP1R ag, SW480 rereplic, D3 antag
22. Cc1ccc(C(=O)N2CCc3ccccc32)cc1C
 : -16%, -1%, -1%, 23, -2, 2%, 7%, -5%, -17
23. CN(C)/C=C/C(=O)c1ccc(Oc2ccccc2)cc1
 : 17%, 4%, -16%, -16, -7, -6%, 12%, -3%, -25
24. CCc1ccccc1N1CN(Cc2cccnc2)CNC1=S
 : 1%, 0%, -2%, -6, -3, -12%, -4%, 4%, 0
25. Cc1cc(C(C)(C)C)ccc1OCCOCCN1CCCC1
 : -1%, -11%, -7%, -21, -24, -1%, 2%, 8%, 1
26. COc1cccc(/C=C2\SC(=S)N(CCC(=O)N3CCCCC3)C2=O)c1
 : -13%, ?, -1%, 0, 7, 0%, -2%, -2%, -11

More structures follow:
no.	molecule	KB-V1 cytotox	KB-3-1 tox	HT1080 IDH1KD tx	IL1B secr inh	DRD3 agonist	HT1080NT lethal	GLP1R ag	SW480 rereplic	D3 antag
31	CSc1nc(N(C)NC(=O)c2ccccc2)c2ccccc2n1	1.2µM*	1µM*	0.58µM*	41	-5	0.58µM*	1%	?	-16
32	COc1ccccc1C(=O)O/N=C(\N)c1ccccc1Cl	0%	4%	14%	-5	3	1%	-1%	21%	13
33	C[C@H]1C=C(C(=O)NC2CC2)O[C@@H](OCc2ccc(CO)cc2)C1	-18%	0%	8%	33	3	4%	-2%	-2%	4
34	CCN(C(=O)CSc1nnnn1-c1ccccc1OC)C1CCS(=O)(=O)C1 (stereo not given)	10%	2%	14%	6	1	-1%	3%	0%	2
35	C=CCn1c(=NC(=O)c2ccc(S(=O)(=O)N3CCCC3)cc2)sc2cc(NC(C)=O)ccc21	?	8%	5%	22	5	-1%	3%	1%	22
36	CN(CCCN1CCOCC1)C(=O)c1cc(COc2ccc(F)cc2F)on1	?	-7%	16%	32	-15	20%	2%	9%	-10
37	CCOc1ccc(S(=O)(=O)NCCC(=O)NCC(c2ccccc2OC)N2CCCC2)cc1 (stereo not given)	-9%	5%	-1%	-5	-8	1%	3%	1%	2
38	C[C@@H]1COC(=O)[C@H](NC(=O)OCC2c3ccccc3-c3ccccc32)C/C=C\C[C@@H](CC(=O)N(CCO)Cc2ccccc2)C(=O)N1	-3%	7%	10%	3	2	9%	-5%	1%	9
39	O=C(Cn1cnc2ccccc2c1=O)NCCC(=O)Nc1ccc(F)cc1	11%&6%	2%&-5%	6%	30	2&-17	8%	10%	-13%	8
40	CC(=O)Nc1ccc(S(=O)(=O)NCC2CCC(C(=O)NCCC3=CCCCC3)CC2)cc1 (stereo not given)	1%	19%	12%	24	7	11%	-2%	-1%	10
41	COc1cccc(NC(=O)C2CC(=O)N(Cc3ccc(C)cc3)C2)c1 (stereo not given)	-4%	-2%	-1%	20	7	-3%	1%	4%	26
42	COCCN1CN(S(=O)(=O)c2ccc(Cl)cc2)c2nc3ccccc3nc21	-15%	-2%	-11%	-19	0	-9%	11%	2%	23
43	O=C(COC(=O)C1CCCCC1)Nc1cccc(Br)c1	-14%	-4%	2%	-17	-2	-5%	-6%	-1%	-5
44	COc1ccc(-n2c(Cc3cccn3C)nnc2SCC(=O)N2CCCc3ccccc32)cc1	?	-4%	-16%	-14	-10	-2%	1%	9%	-23
45	CS(=O)(=O)c1ccc(C(=O)NNC(=O)c2ccccc2-n2cccc2)cc1	?	5%	0%	9	0	16%	-8%	-5%	3
46	CCOc1ccc(S(=O)(=O)N2CCOCC2)cc1NC(=O)CN1C(=O)NC2(CCCC2)C1=O	7%	-4%	-3%	-8	-23	-30%	2%	8%	-26
47	COc1cccc(-c2nn(-c3ccccc3)cc2CN(C)Cc2c(C)nc3ccccn23)c1	6%	1%	?	16	-2	?	25%	3%	23
